SIAE primary: blocks human sialic acid acetylesterase | inhibition, % at 9.66 µM | hit rate 0.69% among 370,000 | Q9HAT2 | SIAE FP-Rh probe binding, fluorescence polarization;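 active = inhibition above a cutoff: mean of compounds within the control limits plus 3 SD of those, cut at about 17% in these data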;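 also: 0% = plate median of compound wells and 100% = probe without SIAE protein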
NR1D1 modulator: Rev-erb alpha (human) modulation; P20393; Rev-erbα–FITC-DNA binding, fluorescence polarization, 90 min; activity, % at 10 µM; hit rate 0.79% among 370,000; AID 1259318;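 active = activity above about 14%, limit read from the data; passing the limit was not always enough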;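 also: 0% = DMSO wells with 35 nM protein and 100% = DMSO wells with 750 nM protein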
Target sequence (P20393 whole entry, looked up): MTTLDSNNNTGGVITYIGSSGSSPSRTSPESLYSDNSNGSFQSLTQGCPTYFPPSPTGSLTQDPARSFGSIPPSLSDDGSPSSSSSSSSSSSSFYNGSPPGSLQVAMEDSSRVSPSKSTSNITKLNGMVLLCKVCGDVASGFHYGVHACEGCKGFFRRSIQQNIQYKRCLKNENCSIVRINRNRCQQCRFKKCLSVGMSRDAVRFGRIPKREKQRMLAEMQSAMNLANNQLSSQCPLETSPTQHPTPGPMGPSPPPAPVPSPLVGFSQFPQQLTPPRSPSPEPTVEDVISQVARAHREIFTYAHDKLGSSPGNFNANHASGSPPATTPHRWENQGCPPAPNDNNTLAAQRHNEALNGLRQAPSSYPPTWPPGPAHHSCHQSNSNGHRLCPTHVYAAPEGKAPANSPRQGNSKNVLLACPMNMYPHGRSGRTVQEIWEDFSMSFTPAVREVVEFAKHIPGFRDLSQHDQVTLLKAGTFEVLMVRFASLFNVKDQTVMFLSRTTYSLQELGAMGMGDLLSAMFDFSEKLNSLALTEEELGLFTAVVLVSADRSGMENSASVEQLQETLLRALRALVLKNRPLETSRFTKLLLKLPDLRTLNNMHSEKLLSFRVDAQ
LEDGF integ inh: blocks HIV-1 LEDGF/p75-dependent DNA integration; TR-FRET IN-LEDGF/p75 DNA integration, Eu/Cy5; inhibition, % at 3.7 µM; hit rate 0.64% among 370,000;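 active = inhibition above the screen-wide mean plus 3 SD, cut at about 13% in these data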;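 also: signal is the Cy5 over europium emission ratio at 671 and 618 nm; 0% = plate median of compound wells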
ABHD4 inh: inhibitors of mouse ABHD4. Q8VD66. purified mABHD4, FP-Rh probe fluorescence polarization. inhibition, % at 8.92 µM. hit rate 0.54% among 370,000;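 active = inhibition exceeding the mean over every tested compound plus 3 SD, cut at about 30% in these data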;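 also: 0% = plate median of compound wells and 100% = S159A mutant with DMSO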
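Material: mouse ABHD4 enzyme, wild type; Benchmarks: S159A mutant high control, sample median low control; Buffer or medium: HEPES pH 7.0, NaCl, Pluronic buffer; Signal: fluorescence polarization; Read-out: percent inhibition of probe binding, normalized to plate controls; Timing: pre-incubation 45 min, probe exposure 60 min, at 25 °C; Dosing: 8.92 µM, single dose.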
PG9 binder: PG9 antibody binding by small molecule; TR-FRET gp120-PG9 antibody binding; inhibition, % at 6.7 µM; hit rate 0.43% among 360,000; in the data active = inhibition above about 8.5%
rCAG RNA binder: molecules binding r(CAG) RNA repeats; r(CAG) RNA repeat, TO-PRO-1 dye displacement fluorescence; inhibition, % at 3 µM; hit rate 1.3% among 370,000; AID 651821;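 active = inhibition above the plate cutoff, the mean of all test compounds on that plate plus 3 SD, cut at about 35% in these data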;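 also: 0% = DMSO alone and 100% = 100 µM mitoxantrone as full dye displacement; higher means more dye released from RNA so lower well fluorescence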
TDP2 inh: blocks human TDP2 phosphodiesterase activity. O95551. recombinant TDP2, T5PNP hydrolysis, p-nitrophenol absorbance 415 nm. inhibition, % at 12.8 µM. hit rate 0.34% among 370,000;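 active = inhibition above the mean of all tested compounds plus 3 SD, set per campaign, cut at about 25% in these data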;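 also: 0% = DMSO with enzyme and 100% = buffer with substrate but no TDP2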
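Test system: human TDP2 enzyme; Input: 120 nM TDP2 per well; Buffer or medium: Mg2+-containing Tris-HCl buffer, pH 7.5; Reagent: 5 mM T5PNP; Dosing: 12.8 µM single point, 1% DMSO; Incubation: reaction 2 h, 37 °C; Detection: p-Nitrophenol epi absorbance; Read-out: % inhibition relative to enzyme-containing and enzyme-free wells; Replicates: single well per compound.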
PRMT1 inh: inhibitors of human PRMT1; hit rate 1.3% among 370,000; inhibition, % at 2.79 µM; Q99873; AID 652257; recombinant PRMT1, activity-based probe fluorescence polarization;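 active = inhibition above about 21% made by adding two undisclosed values, limit read from the data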
HTRA1 inhibitor: blocks human HTRA1 serine peptidase. recombinant HTRA1, FP-rhodamine activity-based probe, fluorescence polarization. inhibition, % at 5.96 µM. hit rate 0.5% among 340,000; in the data active = inhibition above about 36%;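 also: 0% = enzyme with DMSO and 100% = wells lacking enzyme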
Target sequence (Q92743 whole entry, looked up): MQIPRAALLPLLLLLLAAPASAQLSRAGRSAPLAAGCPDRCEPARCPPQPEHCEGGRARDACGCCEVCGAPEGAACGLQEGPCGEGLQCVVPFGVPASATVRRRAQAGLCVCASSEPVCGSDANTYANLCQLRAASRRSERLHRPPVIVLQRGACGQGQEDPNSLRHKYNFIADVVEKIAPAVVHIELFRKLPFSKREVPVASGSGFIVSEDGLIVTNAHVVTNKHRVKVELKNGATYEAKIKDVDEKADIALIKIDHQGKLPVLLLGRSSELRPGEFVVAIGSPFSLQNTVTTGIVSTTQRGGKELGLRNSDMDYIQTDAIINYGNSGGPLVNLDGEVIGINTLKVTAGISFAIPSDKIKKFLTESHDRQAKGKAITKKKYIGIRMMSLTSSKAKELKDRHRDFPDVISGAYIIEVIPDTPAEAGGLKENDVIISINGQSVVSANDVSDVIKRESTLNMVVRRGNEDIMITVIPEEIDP
TCR CD3 inh: inhibitors of human TCR-CD3 interaction; TAMRA-labeled TCR probe fluorescence, biochemical; inhibition, % at 9.4 µM; hit rate 0.37% among 360,000; in the data active = inhibition above about 19%;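 also: recombinant mutant TCR 2C K166C tagged with TAMRA read by polarization; 0% = receptor in buffer alone and 100% = receptor with positive control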
* marks the source's active call; other numbers are inactive results; nt = no result given. This is a subset; count on the stated rates, not on these rows.

cpd	SMILES	SIAE primary	NR1D1 modulator	LEDGF integ inh	ABHD4 inh	PG9 binder	rCAG RNA binder	TDP2 inh	PRMT1 inh	HTRA1 inhibitor	TCR CD3 inh
1	O=C(NCCN1CCOCC1)NC1(C(F)(F)F)Oc2ccccc2O1	7	0	-1	12	0.5	-3	1	5	1	3
2	O=C(O)c1ccc(CN(c2ccccn2)S(=O)(=O)c2ccccc2)cc1	-1	-3	1	4	1.1	0	9	-3	-3	-5
3	O=C(COC(=O)/C=C/c1ccc(Cl)cc1)Nc1ccc2c(c1)OCCO2	-4	2	-3	-10	2.2	-3	-15	6	-6	-1
4	C[C@@H]1CN(C(=O)OC(C)(C)C)CCN1c1ccc(Br)c(C#N)c1	5	8	0	-3	-1.0	-1	1	-4	nt	8
5	CCCCNC(=O)N1CCCC(C(=O)c2cc(C)c(OC)c(C)c2)C1 (configuration not stated)	4	0	-2	-8	-2.4	-8	0	-4	-4	0
6	C[C@@H]1COc2cc(Br)ccc2S(=O)(=O)N1Cc1cn(Cc2ccc(C(F)(F)F)cc2)nn1	-3	-2	3	-1	nt	0	7	-1	nt	nt
7	Cc1ccc(NC(=O)CSc2nc(=O)n(CCN(C)C)c3c2CCCC3)c(C)c1	0	1	-1	1	-1.3	-13	20	-1	1	6
8	COC(=O)C12C=C3CC(c4ccccc4)=C3C(=O)N1Cc1[nH]c3ccccc3c1C2 (configuration not stated)	5	0	0	-1	nt	7	-2	-2	nt	nt
9	CCCn1nc(C(=O)OCn2nnc3ccccc3c2=O)c2ccccc2c1=O	6	-3	3	1	-1.0	0	1	0	-3	6
10	O=C(C1CCCN1S(=O)(=O)c1ccc(Cl)c(Cl)c1)N1CCOCC1 (configuration not stated)	5	4	2	4	-1.1	-2	6	-2	1	4
11	CCOC(=O)c1csc(NC(=O)c2ccc(S(=O)(=O)N(C)C)cc2)n1	2	-3	5	-8	-2.6	2	-15	0	7	7
12	Cc1ccc(S(=O)(=O)/N=C(/Sc2ccccc2C(=O)O)c2ccccc2)cc1	2	-1	-7	2	-0.9	2	1	4	-2	7
13	Cc1sc(NC(=O)CN2CCOCC2)nc1-c1ccc2c(c1)CCN2S(=O)(=O)c1ccccc1	-8	-3	0	-4	1.3	6	6	7	-21	-6
14	CC(C)(C)c1nc(NCCN2CCOCC2)c2nnn(Cc3ccccc3Cl)c2n1	-6	2	9	-4	-0.7	1	-19	-4	-11	-2
15	O=C(CSc1ncn[nH]1)N1N=C(c2ccc(Cl)cc2)CC1c1ccco1 (configuration not stated)	4	-4	2	-7	0.0	2	3	-1	-6	-2
16	O=S1(=O)CCN(C2CCCCCC2)CC1	-2	2	1	8	-0.6	2	-12	1	-4	2
17	CCOC(=O)c1nn(-c2ccc(C)cc2)c(C)c1C(C)=O	-5	-4	1	-10	-0.1	-5	1	2	2	-3
18	CSC(=NC#N)N1CCN(C(=NC#N)SC)CC1	3	4	-4	8	1.0	-3	0	-4	-5	-7
19	CC1(C)Oc2ccc(C(=O)NC3CCCCC3)cc2N(CC#N)C1=O	-6	1	-5	-2	-1.9	-6	7	2	7	4
20	COc1ccc(C2=NN(S(=O)(=O)c3ccccc3)C(c3ccccc3)C2)cc1 (configuration not stated)	-2	2	-1	-12	-0.9	-2	7	1	-15	1
21	COc1ccc(-c2ccc3c(c2)O/C(=C\c2ccsc2)C3=O)cn1	-17	-14	0	-4	-3.2	5	-3	-2	-27	2
22	CC(C)OC(=O)c1ccc(NCc2cc(O)ccc2O)cc1	11	6	10	21	0.5	5	-1	36*	10	1
23	C=C[C@H](Cc1ccccc1)N(Cc1ccccc1)S(=O)(=O)N(Cc1ccccc1)[C@H](C=C)Cc1ccccc1	13	0	2	1	-0.7	3	-3	-1	-9	-2
24	Cc1cnc(CN(C)C(=O)c2cc(COc3c(F)cccc3F)on2)[nH]1	0	-2	0	-2	0.5	1	-9	-2	3	-1
25	COc1ccc(C(=O)CSc2nnc(-c3ccc(C)cc3)o2)cc1	-1	1	-4	3	-0.1	0	4	1	-10	4
26	O=C(Nc1ccc2nc(N3CCOCC3)sc2c1)c1cc2ccccc2o1	3	-8	-2	7	1.9	7	-5	2	-8	3
27	CN1CCN(/N=C/c2ccc(C#N)cc2)CC1	2	5	-5	4	3.6	-1	-6	-2	-3	52*
28	CCCCNC(=O)CNC(=S)N(Cc1ccccc1)Cc1cccnc1	-1	-2	2	-4	0.5	-3	-14	0	0	3
29	O=C(NCCCc1ccc(F)cc1)C1CCC(=O)N(CC2CCCCC2)C1 (configuration not stated)	-1	7	6	-1	0.8	-9	-1	-1	-5	4
30	Cc1cccc(OCCCN2CCCCCC2)c1	5	3	4	14	-2.1	1	-8	-1	-1	2

Gathered by group, the entries above containing a furan ring, fused or not (2)
cpd	SMILES	SIAE primary	NR1D1 modulator	LEDGF integ inh	ABHD4 inh	PG9 binder	rCAG RNA binder	TDP2 inh	PRMT1 inh	HTRA1 inhibitor	TCR CD3 inh
15	O=C(CSc1ncn[nH]1)N1N=C(c2ccc(Cl)cc2)CC1c1ccco1 (configuration not stated)	4	-4	2	-7	0.0	2	3	-1	-6	-2
26	O=C(Nc1ccc2nc(N3CCOCC3)sc2c1)c1cc2ccccc2o1	3	-8	-2	7	1.9	7	-5	2	-8	3

The results go on:
cpd	SMILES	SIAE primary	NR1D1 modulator	LEDGF integ inh	ABHD4 inh	PG9 binder	rCAG RNA binder	TDP2 inh	PRMT1 inh	HTRA1 inhibitor	TCR CD3 inh
31	CCOc1cc(/C=N/n2c(C)nnc2C)ccc1O	8	-1	0	-3	-1.4	2	2	-2	-5	4
32	COc1cc2ccccc2cc1C(=O)N1CCOCC1	-1	-3	2	-2	-1.4	4	-16	-4	-1	4
33	COC(=O)C1C(=O)C2=C(CC1C)NC(C)=C(C(=O)OCCOc1ccccc1)C2c1ccc(C)o1 (configuration not stated)	0	7	-2	-6	1.7	5	3	2	-12	0
34	COC(=O)c1ccc2nc(-c3ccc(F)cc3)c(Cc3ccccc3OC)n2c1	-9	9	-1	-7	0.4	7	-3	0	nt	-2
35	CN(C(=O)CSc1cn(CC(=O)N2CCOCC2)c2ccccc12)c1ccccc1	17	0	3	-2	-1.0	-2	5	8	-1	3
36	CCOC(=O)N1CCN(C(=O)CNC(=O)c2ccc(Cl)cc2)CC1	-3	9	-3	-3	0.9	-5	-6	8	-4	-1
37	COCCNC(=O)C(=O)N/N=C/c1ccc(C(=O)OC)cc1	3	2	-2	0	-1.1	-3	13	1	3	0
38	FC(F)(F)Oc1cccc(Cn2ccc3ccc(-c4ccc5ccn(Cc6cccc(OC(F)(F)F)c6)c5c4)cc32)c1	3	-1	7	3	nt	20	0	-2	nt	nt
39	O=C(CN(Cc1ccco1)C(=O)c1nsc(Cl)c1Cl)NC1CCCCC1	0	nt	-3	-4	-0.4	-2	-11	-1	-1	8
40	COc1cccc(-c2ccc(=O)n(CC(=O)Nc3ccc(C(=O)N4CCCC4)cc3)n2)c1	-7	-3	0	-5	-0.4	0	3	-1	-18	3
41	COc1ccc([C@@H]2C[C@H](c3ccccc3)Oc3cc(C)cc(C)c32)cc1	2	-2	0	4	-0.6	1	6	1	1	-7
42	CC1CCCC(C)N1C(=O)Cn1c(=O)sc2ccccc21 (configuration not stated)	-4	5	-1	2	1.1	-3	1	-2	8	5
43	O=C(NCc1cccnc1)c1ccc(CN2CCc3ccccc3C2)cc1	2	4	4	2	1.4	-8	4	-4	-5	0
44	CC(=O)Oc1c(Sc2ccccc2[N+](=O)[O-])c(C)nn1C(C)(C)C	2	1	9	-17	0.8	-2	-21	2	0	-9
45	NS(=O)(=O)c1ccc(CCNC(=O)CSc2nc3ccccc3c(=O)n2CCN2CCOCC2)cc1	-6	1	1	0	-1.2	1	-2	17	2	5
46	O=C1C(Cc2ccc3[nH]ccc3c2)NC(=S)N1c1ccccc1 (configuration not stated)	2	1	4	1	-0.4	0	3	-3	-2	11
47	CCCCN1C[C@H](c2ccccc2)[C@@H](CC(=O)NC)C1=O	-3	0	-6	0	-0.4	2	-2	4	3	2
48	CCOC(=O)c1c(NC(=O)COC(=O)c2ccc(Cl)nc2)sc(C)c1C	3	16	5	-6	0.4	7	-10	-6	-10	0
49	O=C(O)c1cc(N/N=C/C(Cl)=C/c2ccccc2)ccc1Cl	2	-1	-1	8	-1.7	57*	11	3	-4	9
50	Cc1oc2ccc(O)cc2c1C(=O)c1ccc([N+](=O)[O-])cc1	3	-3	1	8	-2.9	1	-4	2	-2	4
51	COCCn1c(-c2ccc(OC)cc2)cnc1SCC(=O)Nc1cccc2ccccc12	6	-1	1	-1	0.2	-3	-13	0	-14	2
52	CC(O)(Cc1ccccn1)Cc1ccccn1	0	-3	-2	5	0.6	3	-1	4	-3	-2
53	CCc1ccc(NC(=O)CCc2ccc(CC)o2)cc1	6	-2	1	-3	-0.5	-7	4	-1	-2	4
54	O=C(NCCCO)c1cc2c([nH]c3ccccc32)c(-c2ccccc2)n1	-9	-5	4	-10	-1.2	10	-11	-2	-42	-7
55	CC(=O)Oc1ccc([N+](=O)[O-])cc1N1C(=O)c2ccccc2C1=O	6	2	0	10	-4.4	-2	-6	-4	2	3
56	CCOc1cc(CNCc2cccs2)cc(Br)c1OC	9	-1	0	3	-1.1	-1	0	3	-4	7
57	CC(Oc1ccc(-c2ccccc2)c(F)c1)c1ccn(S(=O)(=O)c2ccc(Cl)cc2)n1 (configuration not stated)	-2	3	2	-5	-0.9	5	-7	0	-10	5
58	Cc1cc(=O)n(C)c2ccccc12	3	-7	6	-2	0.0	-1	18	-4	8	4
59	COc1ccc(NC(=O)/C(C#N)=C/c2ccc(-c3ccccc3C(=O)O)o2)cc1	-3	3	2	2	-8.6	23	-23	3	5	-7
60	CN(C)S(=O)(=O)c1ccc(NC(=O)CSc2nnc(-c3ccco3)o2)cc1	2	1	3	7	-0.4	2	4	-3	6	2
61	COc1cc(-c2nc3cnccc3n2C)cc(OC)c1OC	0	0	3	-1	-1.6	-6	3	4	5	-5
62	C=CCn1c(-c2cnn(-c3ccccc3)c2N)n[nH]c1=S	1	6	1	-4	-3.2	3	-19	14	3	4
63	COc1ccc(OCCOC(=O)Nc2ccccc2)cc1	3	-1	0	-3	-0.7	-5	0	-3	-6	0
64	CCN(CC)S(=O)(=O)c1ccc(/C=C/C(=O)OCC(=O)Nc2cccnc2Cl)cc1	2	5	2	-3	1.6	2	0	3	0	8
65	COCCCNC(=S)N1CCC(C(=O)c2ccc(Cl)cc2)CC1	1	-1	-2	2	1.9	-7	3	1	8	-3
66	CCN1CCN(c2ccc(NC(=O)c3ccc(F)cc3)cc2Cl)CC1	-3	-3	3	-3	-1.2	-2	4	-6	1	0
67	Cn1c(=O)c2c(nc(CN3CCOCC3)n2Cc2ccccc2)n(C)c1=O	5	4	0	4	-0.3	-4	1	0	9	3
68	c1ccc(Cn2nnc3c(NCC4CCCO4)ncnc32)cc1 (configuration not stated)	-9	-3	-2	-2	0.4	-4	7	-1	3	2
69	CCCc1cc(N2CCCC(C(=O)Nc3cc(Cl)ccc3OC)C2)n2ncnc2n1 (configuration not stated)	-3	1	-1	0	-0.9	-7	5	0	2	2
